Screening data deposited in PubChem BioAssay by The Scripps Research Institute Molecular Screening Center.
SRC3 TRFRET art = TR-FRET artefact, counter-screen to PPARgamma/SRC-3 agonist assay. TR-FRET ratio at 8 µM. 99,000 compounds, 0.39% hits. AID 1048. PPARgamma/SRC-3 format; stronger effect = higher value; in the data active = TR-FRET ratio above about 2000; also: inactives centre near 1600; reference of the scale not given here
SRC1 TRFRET art = flags TR-FRET format artefacts in PPARgamma SRC-1 recruitment agonist screen; TR-FRET ratio at 8 µM; 99,000 compounds, 0.34% hits; TR-FRET detection artefact counter-screen, emission ratio; stronger effect = higher value; in the data active = TR-FRET ratio above about 2300; also: inactives centre near 1800; reference of the scale not given here
An asterisk follows results filed as active.

Results follow in this order: SRC3 TRFRET art | SRC1 TRFRET art
> Cc1ccc(S(=O)(=O)NC2c3cccc4cccc(c34)C2Sc2nc(C)cc(C)n2)cc1 (centres undefined)
→ 1509 | 1626
> CCOC(=O)C(C)Sc1ncnc2c1c(-c1ccccc1)cn2-c1ccc(OC)cc1 (centres undefined)
→ 1456 | 1876
> Cc1cc(OCC(=O)NC(C)C)ccc1Cl
→ 1495 | 1896
> OCCC1CN(CCCn2cccn2)CCN1Cc1ccccc1 (centres undefined)
→ 1638 | 1709
> Cc1cc(C)cc(NC(=O)/C=C/c2ccc([N+](=O)[O-])s2)c1
→ 1545 | 1689
> NS(=O)(=O)c1ccc(NC(=O)COC(=O)COc2ccc(Cl)cc2)cc1
→ 1568 | 1967
> Cn1c(=O)c2c(nc(SCC(=O)c3ccc(F)cc3)n2C)n(C)c1=O
→ 1693 | 1727
> CCOC(=O)NC(=O)C(=CNc1ccccc1C)C(=O)NC(=O)OCC
→ 1541 | 1999
> CCCOC(=O)c1ccc(NC(=O)C(CC)CC)cc1
→ 1674 | 1887
> O=C(O)Cn1ncn(-c2ccc(OC(F)(F)F)cc2)c1=O
→ 1440 | 1845
> COc1ccc(C(C)=O)cc1COc1nc(C)nc2ccccc12
→ 1658 | 1708
> O=C(Nc1cccc(F)c1)/C(=C\c1cccnc1)NC(=O)c1ccco1
→ 1460 | 1696
> COc1ccccc1S(=O)(=O)Cc1ccc(C(=O)N2CCN(c3ccccn3)CC2)o1
→ 1659 | 1786
> CCn1cc(C(=O)Nc2ccc(NC(=O)c3ccco3)cc2)c(=O)c2ccc(C)nc21
→ 1333 | 1779
> Cc1ccccc1-n1cnnc1SCC(=O)Nc1cccnc1Cl
→ 1595 | 1901
> Cn1cc(-c2ccccc2)cc(C#N)c1=O
→ 1404 | 2155
> COC(=O)Cc1c(O)ccn(CCc2ccccc2)c1=O
→ 1806 | 2115
> Brc1c(CSc2nc3ccccc3s2)nc2ncccn12
→ 1755 | 2153
> CCS(=O)(=O)NCC(c1ccco1)N1CCN(c2ccccc2F)CC1 (centres undefined)
→ 1379 | 1676
> CCc1ccc(N2CC(O)(c3cccs3)[N+]3=C2SCCC3)cc1 (centres undefined)
→ 1683 | 1893
> O=C(c1cnsn1)N1CCC(CO)(Cc2ccc(Cl)cc2)CC1
→ 1616 | 1461
> COc1ccc(-c2csc(NC(=O)COC(=O)C3=COCCO3)n2)cc1
→ 1609 | 1726
> Cc1ccc(OCCC(=O)OCC(=O)Nc2ccc(Cl)cn2)cc1
→ 1828 | 1994
> Cn1c(=O)oc2cc(S(=O)(=O)NCCC(=O)NC3CCCc4ccccc43)ccc21 (centres undefined)
→ 1562 | 1902
> CCOC(=O)c1cc2c(=O)n3ccccc3nc2n(CC(C)C)c1=NC(=O)c1c(-c2c(F)cccc2Cl)noc1C
→ 1747 | 1990
> CC1=C(C(=O)OCC2CCCO2)C(c2ccc(F)cc2)NC(=O)N1 (centres undefined)
→ 1590 | 1925
> CCn1nc(C)cc1C(=O)N1CCc2c([nH]c3ccccc23)C1c1cc(F)ccc1F (centres undefined)
→ 1351 | 1600
> CC1CCCN(CCCOc2ccc(Cl)cc2Br)C1 (centres undefined)
→ 1432 | 1543
> CCOC(=O)NCCOC(=O)Nc1ccc(Cl)cc1
→ 1497 | 1569
> COc1ccc(S(=O)(=O)N(C)C)cc1NCC(=O)Nc1ccc(F)cc1F
→ 1554 | 1854
> Cc1ccc(Cl)cc1-n1ncc2c(NNC(=O)c3ccco3)ncnc21
→ 1500 | 1893
> O=C(NC1CCS(=O)(=O)C1)/C(=C\c1ccccc1)NC(=O)c1ccccc1 (centres undefined)
→ 1465 | 1555
> COC(=O)N1CC=CC1(C)C(=O)NCc1cc(F)cc(C(F)(F)F)c1 (centres undefined)
→ 1639 | 1848
> CCC(C)(C)NC(=O)C1CCN(S(=O)(=O)c2cccs2)CC1
→ 1420 | 1626
> CC(=O)N1CCCc2cc(S(=O)(=O)N3CCC(C)CC3)ccc21
→ 1594 | 1684
> O=C(CNC(=O)c1ccccc1)NCC(=O)OCC(=O)c1ccccc1
→ 1506 | 1647
> CCOC(=O)C1CCCN(CC(=O)Nc2cccc(C(C)=O)c2)C1 (centres undefined)
→ 1760 | 2176
> CC(=O)NC(Cc1ccccc1)C(C)=O (centres undefined)
→ 1565 | 1537
> CCO[C@@H]1OC(C(=O)N2CCCCCCC2)=C[C@H](c2ccc(C(F)(F)F)cc2)[C@H]1CCCO
→ 1547 | 1724
> O=C(OCC(=O)N1CCN(C(=O)c2ccco2)CC1)C1=COCCO1
→ 1638 | 2047
> O=S(=O)(NCc1ccccc1)NCc1ccccc1
→ 1636 | 1773
> Cc1ccc(N)cc1CN1CCCC1=O
→ 1577 | 1868
> CC(C)c1ccccc1OCCNC(=S)NC(=O)c1cccnc1
→ 1645 | 1643
> CCOc1cc(/C=C(\C#N)C(=O)NCC2CCCO2)ccc1O (centres undefined)
→ 1538 | 1991
> CC(C)(C)OC(=O)N1CCC[C@@H]1C(=O)N1CCC(C(=O)O)CC1
→ 1564 | 1701
> O=C(NCCN1CCOCC1)c1noc2c1CCc1ccccc1-2
→ 1709 | 1620
> O=C1C2C3CCC(C3)C2C(=O)N1CNc1ccccc1 (centres undefined)
→ 1448 | 1813
> CCc1ccc(NC(=S)Nn2cnnc2)cc1
→ 1597 | 1834
> CCOc1c(Br)cc(CNCc2cccs2)cc1OC
→ 1783 | 1824
> CN1c2ccsc2/C(=N/Nc2ccc(F)cc2)CS1(=O)=O
→ 1422 | 1408
> C#CCOCCOCCOCCNc1nc(N2CCN(C(=O)Cn3cc(CCO)nn3)CC2)nc(N2CCN(C(=O)[C@H](C(C)C)n3cc(CCO)nn3)CC2)n1
→ 1424 | 1743
> CC(=O)Nc1ccc(NC(=O)c2ccccc2Sc2ccc([N+](=O)[O-])cc2Cl)cc1
→ 1699 | 1898
> C=CCOc1cccc(C(=O)N2CCCC(CNS(=O)(=O)c3cccs3)C2)c1 (centres undefined)
→ 1412 | 1482
> CSc1ccc(C(=O)C2CCCN(C(=O)c3cc4cc(F)ccc4[nH]3)C2)cc1 (centres undefined)
→ 2454* | 2545*
> Cc1cc(C)n(-c2ccc([N+](=O)[O-])cc2)n1
→ 1426 | 1857
> O=C(Oc1ccc(Cl)c2cccnc12)c1cccc([N+](=O)[O-])c1
→ 1515 | 2006
> CC1CCN(c2ccc(C(=O)Nc3nnc(C4CC4)s3)cc2[N+](=O)[O-])CC1
→ 1703 | 1973
> COc1ccc(NC(=O)Cn2nnc(C(=O)NCc3ccccc3)c2N)cc1Cl
→ 1407 | 1577
> CCOc1ccc(/C=C/c2c([N+](=O)[O-])c(=O)n(C)c(=O)n2C)cc1
→ 1492 | 1562
> CC(=O)Nc1ccc(C(=O)CSc2nnnn2C(C)C)cc1
→ 1628 | 1827

Next part.
Results follow in this order: SRC3 TRFRET art | SRC1 TRFRET art
> Cc1cc(C)nc(SCc2ccc(C(=O)N/N=C/c3cccc(O)c3O)cc2)n1
→ 1600 | 1766
> O=C1C(Cl)=C(N2CCN(c3ccccc3[N+](=O)[O-])CC2)C(=O)c2ccccc21
→ 1452 | 1786
> Cc1ccc(C(=O)NCc2ccccc2)cc1Br
→ 1492 | 1635
> Cc1ccc(S(=O)(=O)NNC(=O)Nc2ccc(Cl)c(Cl)c2)cc1
→ 1742 | 1780
> O=C(O)c1c(-c2ccc(Cl)cc2)cn2ccccc12
→ 1529 | 1689
> O=C(OCc1nnc(-c2ccccc2)o1)c1ccc(Cl)cc1
→ 1431 | 1607
> COc1ccc(-c2cc(=NC(CC(C)C)C(=O)O)c3cc(C)ccc3o2)cc1 (centres undefined)
→ 1809 | 1874
> CCCCn1c(N)c(N(CCC(C)C)C(=O)COC(=O)c2ccco2)c(=O)[nH]c1=O
→ 1571 | 1853
> CC(=O)Nc1ccc2nc(-c3cccnc3)[nH]c2c1
→ 1526 | 1638
> CCCNC(=O)CN(Cc1ccco1)S(=O)(=O)c1ccc(OCC)cc1
→ 1329 | 1820
> COc1cccc(NC(=O)C(=O)NCc2ccncc2)c1
→ 1621 | 1711
> CC(C)CC(NC(=O)OC(C)(C)C)c1cn([C@@H](Cc2cc3ccccc3[nH]2)C(=O)N2CCN(C(=O)OC(C)(C)C)CC2)nn1 (some centres undefined)
→ 1703 | 1727
> COC(=O)CCC(=O)NN1C(=O)c2ccccc2C1=O
→ 1402 | 1814
> O=C(CCN1C(=O)c2ccccc2C1=O)NC(=S)Nc1ccccc1
→ 1621 | 2012
> COc1ccc2c(c1)c1nc3ccccc3nc1n2Cc1ccc(OC)c(OC)c1
→ 1687 | 1869
> CCN(CC)C(=O)CCc1nnc(CCc2c[nH]c3ccccc23)o1
→ 1465 | 1585
> CCOC(=O)CSc1nc2c([nH]c3ccccc32)c(=O)n1C
→ 1535 | 1862
> COc1ccc(N2C(=O)C3C4C=CC(c5ccccc5)(C3C2=O)C2C(=O)N(c3ccc(OC)cc3)C(=O)C42)cc1 (centres undefined)
→ 1710 | 1866
> Nc1ccnc(Oc2ccc(F)cc2)c1
→ 1565 | 1883
> N#Cc1ccccc1NC1=CC(=O)CCC1
→ 1780 | 1843
> O=C(Nc1ccc(Nc2ccccc2)cc1)C(Cl)Cl
→ 1689 | 1890
> O=c1c2c(n3cnnc3n1-c1ccccc1)-c1ccccc1CC21CCCC1
→ 1647 | 1859
> CCCCC(=O)NS(=O)(=O)c1ccc(N=NN(CC)CC)cc1
→ 1568 | 1602
> CC(C)OC(=O)C1C(=O)CC(C)(O)C(C(=O)OC(C)C)C1c1ccccc1 (centres undefined)
→ 1543 | 1760
> Cn1nc(C(=O)NC2CCCc3ccccc32)ccc1=O (centres undefined)
→ 1529 | 1788
> NNC(=O)c1sccc1OCc1cccc(C(F)(F)F)c1
→ 1510 | 1753
> COc1ccc(CCNC(=O)COc2ccc(-c3ccccc3)cc2)cc1OC
→ 1531 | 1747
> CN(/N=C/C=C/c1ccccc1)C1=NS(=O)(=O)c2ccccc21
→ 1546 | 1884
> COc1ccc(N=N/C(=C\O)C(=O)c2ccco2)cc1
→ 1679 | 2122
> COCCn1c(N)c(C(=O)NS(=O)(=O)c2ccc(C)cc2)c(=O)[nH]c1=O
→ 1592 | 1667
> CC1CCN(c2oc(-c3ccccc3Cl)nc2C#N)CC1
→ 1359 | 1748
> COC(=O)[C@@]1(Cc2ccc(OC)cc2)[C@H]2c3cc(C(=O)N4CCCC4)n(CCN4CCNC4=O)c3C[C@H]2CN1C(=O)c1ccccc1
→ 1509 | 1673
> CCCCCCCC1=CC2=CC(=O)C(C)(OC(C)=O)C(=O)C2=CN1CCc1ccccc1 (centres undefined)
→ 1457 | 1828
> O=C(c1ccncc1)N1CCN(c2ccc3ccccc3n2)CC1
→ 1535 | 1789
> CCn1cc([N+](=O)[O-])c(C(=O)N2N=C(c3ccc(OC)cc3OC)CC2c2ccccc2O)n1 (centres undefined)
→ 1459 | 1661
> CCCCCCCCS(=O)CCC(=O)O (centres undefined)
→ 1970 | 1742
> COc1ccccc1C1CC(c2ccccc2)=NN1C(=S)Nc1ccccc1 (centres undefined)
→ 2517* | 3073*
> Cn1nc(C(=O)N2CCCc3ccccc32)c2ccccc2c1=O
→ 1634 | 1895
> O=c1c2ccc([N+](=O)[O-])cc2ncn1CCOc1ccccc1
→ 1407 | 1708
> Cc1nn(C)c(C)c1CN(Cc1nc(CCC(C)C)no1)C(C)C
→ 1677 | 1664

Structural class: those above with a thiophene ring, fused or not (7)
Results follow in this order: SRC3 TRFRET art | SRC1 TRFRET art
> Cc1cc(C)cc(NC(=O)/C=C/c2ccc([N+](=O)[O-])s2)c1
→ 1545 | 1689
> CCc1ccc(N2CC(O)(c3cccs3)[N+]3=C2SCCC3)cc1 (centres undefined)
→ 1683 | 1893
> CCC(C)(C)NC(=O)C1CCN(S(=O)(=O)c2cccs2)CC1
→ 1420 | 1626
> CCOc1c(Br)cc(CNCc2cccs2)cc1OC
→ 1783 | 1824
> CN1c2ccsc2/C(=N/Nc2ccc(F)cc2)CS1(=O)=O
→ 1422 | 1408
> C=CCOc1cccc(C(=O)N2CCCC(CNS(=O)(=O)c3cccs3)C2)c1 (centres undefined)
→ 1412 | 1482
> NNC(=O)c1sccc1OCc1cccc(C(F)(F)F)c1
→ 1510 | 1753

The listing continues:
Results follow in this order: SRC3 TRFRET art | SRC1 TRFRET art
> CCCCNC(=O)c1ccc(SCC(=O)N(CC)CC)c([N+](=O)[O-])c1
→ 1765 | 1777
> O=C(COc1ncnc2sccc12)Nc1ccc(F)cc1F
→ 1683 | 1858
> O=C(O)c1cc(S(=O)(=O)N2CCOCC2)c(Sc2ccccn2)cc1Sc1ccccn1
→ 1828 | 1763
> CN=C1NN=C(c2cc(C)n(-c3ccc(Cl)cc3)c2C)CS1
→ 1490 | 1732
> CC(C)(O)C#Cc1ccc(C(=O)N2CCN(c3ccc(Cl)cc3)CC2)cc1
→ 1404 | 1637
> CS(=O)(=O)NN1C(=O)c2ccccc2NC1c1ccccc1 (centres undefined)
→ 1673 | 1762
> CNC(=O)CSc1nc2[nH]ncc2c(=O)[nH]1
→ 1652 | 1900
> Nc1nonc1C(=O)N/N=C/c1cc(Br)ccc1O
→ 1613 | 1964
> Cc1ccc(C(=O)Nc2ccccc2NC(=O)c2ccc(C)o2)o1
→ 1633 | 1689
> Cc1cnc(CN(C)C(=O)c2cc(COc3c(F)cccc3F)on2)[nH]1
→ 1555 | 1838
> CCOC(=O)N1CCC(N2C(=O)c3ccccc3C2=O)CC1
→ 1529 | 1865
> Cc1ccc(N2C(=N)/C(=C3/Nc4ccccc4S3)C(c3ccccc3)C2=O)cc1 (centres undefined)
→ 1612 | 1838
> O=C(CCN1CCN(S(=O)(=O)c2ccc(Br)cc2)CC1)Nc1ccccc1F
→ 1634 | 1636
> O=C(CSc1nc2ccccc2[nH]1)NCCc1ccc(Cl)cc1
→ 1486 | 1753

These rows are one share of the data; count on the stated rates, not on these rows.
